Large T inhibition: SV40 large T antigen inhibitors, biochemical (AID 1903); one-dose inhibition, % at 20 µM; IC50 in µM for titrated hits; 0.39% of 310,000 active; SV40 large T antigen ATPase/helicase inhibition assay; higher % means a stronger effect; in the data active = a potency from the dose series; also: strong numbers were not always called active
NOD1 inhibition: inhibition of NOD1-driven NF-kB reporter – cell-based, luminescence, uHTS, primary screen (AID 1578) | 1% of 290,000 active | NOD1-driven NF-kB luciferase reporter cells, luminescence; higher % means a stronger effect | one-dose inhibition, % at 4 µM; EC50 in µM for titrated hits; in the data active = inhibition mostly above about 36%, no sharp cut-off; inactive = mostly below about 34%;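 also: HEK-293T reporter cells stimulated with the NOD1 agonist gamma-tri-DAP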
KOR beta-arrestin-1: kappa opioid receptor blockers – cell-based, luminescence, uHTS (AID 1778). inhibition, % at 10 µM, or IC50 in µM where a hit was titrated. KOR beta-arrestin recruitment, luminescence, antagonist mode; higher % means a stronger effect. 0.091% of 290,000 active; also: strong numbers were not always called active
GPR55 beta-arrestin: selective activators of receptor GPR55 – imaging, U2OS cells, beta-arrestin-GFP redistribution, primary screen (AID 1961) | U2OS GPR55 beta-arrestin-GFP redistribution imaging; higher % means a stronger effect | activation, % at 10 µM; hits with a dose series show EC50 in µM | 0.048% of 290,000 active;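 active = activation above 40% with more than 50 cells counted in the well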;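 also: U2OS osteosarcoma cells stably expressing GPR55 and beta-arrestin-GFP; plate controls were DMSO negative control for no effect and LPI positive control for full effect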
HIV fusion peptide: cell-free HIV fusion peptide-binding blockers – biochemical, uHTS, fluorescence dequenching, primary screen (AID 1986); one-dose inhibition, % at 20 µM; IC50 in µM for titrated hits; cell-free peptide binding, fluorescence dequenching, 30 min; higher % means a stronger effect; 0.3% of 290,000 active; in the data active = inhibition mostly above about 52%, no sharp cut-off; inactive = mostly below about 76%; also: some results filed as inactive read as strong as hits
GPR55 LPI antagonism: inhibition of LPI-stimulated GPR55 beta-arrestin translocation – imaging, U2OS, beta-arrestin-GFP, LPI agonist, primary screen (AID 2013); one-dose inhibition, % at 10 µM; IC50 in µM for titrated hits; U2OS GPR55 beta-arrestin-GFP translocation imaging, LPI antagonism; higher % means a stronger effect; 0.13% of 290,000 active;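 active = spots per cell inhibited over 60%, with over 100 cells counted and total cytoplasm intensity under 500,000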;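 also: U2OS cells stably carrying GPR55 and arrestin-GFP stimulated by 5 µM LPI near EC80; imaged beta-arrestin-GFP aggregate spots per cell after agonist stimulation; plate controls were LPI-stimulated DMSO wells for no effect and DMSO wells without LPI for full effect; some results filed as inactive read as strong as hits; confirmed hits need IC50 under 10 µM and bright autofluorescent wells are also inconclusive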
HEK293 NOD2/NF-kB: NOD2 signaling inhibitors, cell-based, luminescence, uHTS, HEK293 (AID 1566); HEK293 NOD2/NF-kB luciferase reporter, luminescence; higher % means a stronger effect; inhibition, % at 4 µM, or EC50 in µM where a hit was titrated; 0.63% of 290,000 active; also: many of its hits are not listed in these tables
KOR beta-arrestin-2: kappa opioid receptor activators – cell-based, luminescence, uHTS, primary screen (AID 1777) | KOR beta-arrestin recruitment, luminescence; higher % means a stronger effect | activation, % at 10 µM; hits with a dose series show EC50 in µM | 0.02% of 280,000 active; in the data active = activation above about 50%, passing the limit was not always enough; also: a part of the inactive calls stands beside numbers as strong as those of hits
Rac1 GTP hydrolysis: MgcRacGAP GTPase-activating activity inhibitors, confirmation, biochemical, ADP Hunter fluorescence | MgcRacGAP-stimulated Rac1 GTP hydrolysis, ADP Hunter fluorescence; higher % means a stronger effect; GST-tagged Rac1 F28L mutant substrate | inhibition, % at 30 µM, or IC50 in µM where a hit was titrated | 0.6% of 340,000 active | AID 624330;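 active = first-screen hits whose inhibition reached a set limit at any dose in the follow-up dose series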;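 also: fluorescence reports GDP produced by GAP-driven GTP hydrolysis; strong numbers were not always called active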
Numbers without * were called inactive; . = no result given; [ ] = another dose, or the depositor's remark. Rule as the data show it, unless noted: active = inhibition above about 50%; inactive = the rest.

GPR55 beta-arrestin	HEK293 NOD2/NF-kB	KOR beta-arrestin-2	GPR55 LPI antagonism	Rac1 GTP hydrolysis	KOR beta-arrestin-1	NOD1 inhibition	Large T inhibition	HIV fusion peptide	mol
0.5%	20%	-0.6%	20%	7%	11%	-3%	2%	-1.2%	CCN(CC)C(=O)Oc1ccc2c(=O)c(-c3ccc(OC)cc3)c(C)oc2c1
0.1%	5%	0.8%	5%	12%	23%	-12%	26%	2.3%	Cc1ccccc1C(=O)NNC(=S)NC(=O)c1cccnc1
-0.1%	-61%	-5.8%	4%	7%	24%	-41%	17%	-2.0%	O=C(c1ccco1)N1CCN(c2ccc(Cl)cc2)CC1
-0.4%	1%	7.4%	2%	-8%	-12%	-13%	-4%	-1.1%	CC1CCCN(CCCNC(=O)c2nn(C)c3c2CS(=O)(=O)c2ccccc2-3)C1 (configuration not stated)
-0.2%	-10%	-1.7%	7%	11%	-32%	-24%	1%	3.3%	CN1CCN(/N=C/c2cccc(Cl)c2Cl)CC1
0.0%	3%	-0.4%	6%	8%	-61%	-1%	2%	0.2%	COc1ccccc1/C=N/OCc1ccc(C#N)cc1
-0.2%	16%	-2.6%	-2%	5%	23%	-2%	11%	-0.8%	COc1ccc(CNC(=O)C2CC(c3ccccc3C(F)(F)F)=NO2)cc1 (configuration not stated)
1.2%	8%	2.2%	-1%	9%	16%	-18%	12%	2.5%	CCOc1ccc(-c2nnc(NC(=O)Cc3ccc(OC)cc3)o2)cc1
-0.2%	17%	-2.4%	0%	6%	-9%	0%	-1%	0.0%	Cc1[nH]c(C)c(S(=O)(=O)N2CCCCC2C)c1C(=O)N1CCCC1 (configuration not stated)
-0.1%	2%	-2.1%	13%	9%	13%	5%	10%	0.5%	COc1ccccc1N(CC(=O)NCCSCc1ccco1)S(=O)(=O)c1ccccc1
-0.1%	-1%	-0.5%	3%	9%	-30%	-11%	0%	2.2%	O=C(C1CCC(=O)N(C2CC2)C1)N(CCO)Cc1ccccc1 (configuration not stated)
-0.3%	15%	2.6%	11%	3%	7%	-11%	12%	24%	CC(=O)c1ccc(OCC(=O)NC2CCS(=O)(=O)C2)cc1 (configuration not stated)
-0.1%	-13%	2.5%	-3%	13%	-16%	5%	11%	-0.1%	Cc1cccc(N2CCN(CC(=O)Nc3ccc(-n4cnnn4)cc3)CC2)c1C
0.4%	10%	3.1%	-5%	-1%	18%	-14%	2%	-1.3%	CC1CCCCN1c1nnc(NC(=O)Cn2c(=O)oc3ccccc32)s1 (configuration not stated)
0.2%	3%	-0.4%	-2%	4%	15%	-19%	6%	0.2%	COc1ccc2nc(NC3=NC(c4ccccc4)CC(=O)N3)nc(C)c2c1 (configuration not stated)
0.2%	15%	0.2%	15%	4%	-8%	-10%	30%	-0.9%	Cc1ccc(/C=N/NC(=O)c2nnn(-c3nonc3N)c2C)o1
-0.1%	4%	1.3%	-6%	.	21%	4%	-2%	-1.1%	O=C(O)c1ccccc1C1Nc2ccccc2C(=O)N1CCCN1CCOCC1 (configuration not stated)
0.0%	13%	-9.4%	6%	9%	-22%[20 µM]	-34%	15%	7.3%	CN1C(=O)C(N=Nc2ccccc2C(=O)O)N(C)C1=S (configuration not stated)
-0.3%	7%	0.4%	10%	13%	14%	-14%	0%	-0.4%	O=C(NCCc1c[nH]c2ccccc12)C(=O)NCC1OCCN1S(=O)(=O)c1ccc(Cl)cc1 (configuration not stated)
-0.2%	11%	-3.7%	1%	-2%	2%	14%	2%	-1.4%	CCOC(=O)CSc1ncc(-c2ccccc2)cn1
-0.4%	13%	2.0%	-4%	11%	-15%	-22%	14%	0.3%	Cc1cc([N+](=O)[O-])nn1CCCC(=O)Nc1cccnc1Cl
-0.1%	-20%	-0.8%	8%	-5%	-10%	-21%	10%	0.6%	Cc1ccccc1-c1nc(CN2CCC(C(=O)NCc3ccco3)CC2)c(C)o1
0.0%	.	15%	-37%	7%	-26%	.	11%	-1.2%	CCCNc1c(NS(=O)(=O)c2ccc3c(c2)CCCC3)c(=O)oc2ccccc12
-0.2%	-6%	-4.0%	12%	7%	15%	-15%	5%	-0.1%	O=C(Nc1ccccc1)C1=C[C@H](c2ccccc2)C[C@H](OCc2ccc(CO)cc2)O1
0.6%	12%	5.5%	7%	7%	18%	-10%	8%	-2.9%	CCOc1ccccc1/C=N/NC(=O)c1ccc(Cn2cc([N+](=O)[O-])cn2)o1
-0.3%	26%	-0.9%	10%	-2%	12%	-6%	11%	-1.0%	Cc1nn(CC(=O)Nc2ccc(S(=O)(=O)N(C)C)cc2)c(C)c1[N+](=O)[O-]
-0.2%	-12%	4.9%	-1%	2%	-3%	-12%	7%	0.5%	O=C(c1ccc(C(F)(F)F)cc1)n1ccc(-c2cccs2)n1
0.2%	2%	-1.3%	1%	10%	-1%	-7%	11%	1.8%	CCOC(=O)N1CCN(C(=S)Nc2ccccc2C(C)C)CC1
0.8%	13%	-3.6%	7%	5%	18%	17%	-2%	-1.0%	O=C(CSc1nc2ncccc2[nH]1)NCc1ccccc1
0.2%	13%	-4.0%	-3%	3%	-9%[20 µM]	-21%	5%	-1.2%	COc1cc2c(cc1OC)C1=C(C#N)CCC(=NC(=O)c3ccco3)N1CC2
-0.3%	16%	-1.4%	7%	3%	8%	-10%	9%	-0.5%	Cc1cc(NC(=NC2CC2)c2ccccc2)n(-c2ccccc2)n1
1.2%	23%	0.4%	7%	8%	-5%	-22%	7%	-1.2%	CC(=O)Nc1cccc(C(=O)OCC(=O)NCc2ccc(F)cc2)c1
0.2%	4%	-2.1%	-8%	1%	5%	-20%	.	-2.3%	COCCn1nnnc1C(c1ccc(OC)c(OC)c1)N1CCN(c2nc3ccccc3s2)CC1 (configuration not stated)
-0.3%	8%	2.0%	6%	7%	-33%	-8%	1%	0.1%	COc1ccc(NC(=O)NCc2ccco2)c(OC)c1
0.7%	-20%	-2.4%	12%	11%	-5%	-4%	2%	-0.1%	O=C(NCCc1nnc2ccc(NCc3ccc(F)cc3)nn12)c1ccccc1
-0.1%	17%	-0.6%	8%	.	30%	.	21%	-3.6%	Cc1cccc(C(=O)O/N=C/c2c(N3CCOCC3)n(C)c3ccccc23)c1
0.0%	-26%	4.8%	1%	7%	12%	-52%	11%	0.0%	Cc1cccc(CNC(=O)c2ccc3nc(Cc4ccccc4F)oc3c2)n1
0.4%	6%	-7.7%	2%	3%	4%	-7%	9%	-0.6%	O=C(CCc1ccccc1)NC(=S)Nc1ccccc1Br
0.0%	2%	0.0%	11%	11%	6%	-6%	12%	0.8%	COc1cc(C(CCN2CCCC2)c2c(OC)cc(OC)c3ccc(=O)oc23)cc(OC)c1OC (configuration not stated)
-0.2%	-1%	1.3%	-3%	2%	8%	-24%	2%	-1.3%	CC(C)N(C(=O)c1ccc(C(=O)Nc2ccc([N+](=O)[O-])cc2)cc1)C(C)C
-0.2%	0%	3.1%	10%	-11%	-11%	-9%	17%	-0.3%	Cc1[nH][nH]c(=O)c1N=Nc1ccccc1Cl
5.0%	4%	-1.5%	9%	-4%	-47%	14%	17%	-0.9%	COc1ccc(C(C(=O)NC2CCCCC2)N(Cc2cccs2)C(=O)Cc2c[nH]c3ccccc23)cc1OC (configuration not stated)
-0.1%	8%	2.6%	2%	14%	-1%	18%	-3%	0.7%	C(#CCN1CCOCC1)COCCCOC(c1ccccc1)c1ccccc1
-0.3%	1%	2.6%	8%	8%	-1%	3%	11%	1.4%	COC(=O)c1ccc(N2C(=O)CC(N3CCOCC3)C2=O)cc1 (configuration not stated)
-0.1%	24%	3.2%	5%	9%	-49%	8%	13%	-3.2%	COC(=O)c1ccccc1NC(=O)C1CCN(C(=O)c2ccc(OC)cc2)CC1
-0.2%	0%	0.6%	8%	13%	7%	-43%	-1%	0.4%	CCCC1=Nc2cc(C(=O)NCCCN3CCN(C)CC3)ccc2Sc2ccccc21
-0.1%	-4%	.	-1%	-44%	-6%	13%	16%	-0.6%	CNC(=O)c1[nH]cnc1C(=O)N[C@@H](C)C(=O)OCc1ccccc1
-0.2%	-2%	-3.8%	0%	9%	13%[20 µM]	3%	5%	0.1%	N#Cc1ccc(C(=O)Nc2cccc3ccccc23)c(F)c1
-0.1%	12%	-1.8%	3%	2%	-27%	8%	12%	-1.5%	CCN(CC)S(=O)(=O)c1cc(OC)c(Cl)cc1Cl
-1.5%	7%	-1.3%	4%	-1%	19%	-5%	11%	3.6%	Nc1nnc(SCc2ccccc2F)s1
0.0%	-18%	-6.4%	9%	10%	2%	-65%	3%	-0.3%	Nc1cccc2nc3ccccc3cc12
0.2%	-11%	1.9%	19%	2%	-13%	-14%	11%	-0.1%	COc1cccc(NC(=O)NNC(=O)COc2ccc3ccccc3c2)c1
-0.2%	22%	-0.5%	1%	5%	14%	-2%	26%	34%	Cc1ccc(-c2nc(CSCC(=O)NCCCN3CCOCC3)c(C)o2)cc1
-0.2%	5%	-3.1%	14%	8%	.	26%	13%	-1.8%	C=CCNC(=O)C1CC1(c1ccccc1)c1ccccc1 (configuration not stated)
0.0%	-15%	8.8%	10%	6%	-8%	1%	4%	1.6%	O=C(CS(=O)(=O)Cc1ccccc1)Nc1ccc2c(c1)OCO2
-0.1%	-22%	-1.6%	9%	-1%	0%	-36%	14%	0.8%	CCOC(=O)c1cnc(NCc2ccccc2)nc1C
1.0%	-9%	1.0%	20%	25%	-68%	-6%	8%	-1.4%	Cc1[nH]c2ccccc2c1CN1CCC(Cc2ccccc2)CC1
0.0%	-3%	0.1%	-2%	.	-34%	-16%	7%	-0.5%	Cc1ccc(S(=O)(=O)Nc2cccc(C(=O)Nc3cc(C)ccn3)c2)cc1
-0.2%	-52%	-2.8%	-1%	6%	12%	6%	10%	-3.2%	CC(C)N(C(=O)COC(=O)c1cccc(N(C)C)c1)c1ccccc1
-0.1%	6%	-1.7%	4%	7%	-28%[20 µM]	-11%	2%	-1.8%	CC(C)(C)C(=O)N1CCN(c2ccc([N+](=O)[O-])c(NCc3cccnc3)c2)CC1

Four of the entries above in order of their number in GPR55 LPI antagonism, ascending:
SMILES	GPR55 beta-arrestin	HEK293 NOD2/NF-kB	KOR beta-arrestin-2	GPR55 LPI antagonism	Rac1 GTP hydrolysis	KOR beta-arrestin-1	NOD1 inhibition	Large T inhibition	HIV fusion peptide
CC(C)N(C(=O)COC(=O)c1cccc(N(C)C)c1)c1ccccc1	-0.2%	-52%	-2.8%	-1%	6%	12%	6%	10%	-3.2%
CC(C)(C)C(=O)N1CCN(c2ccc([N+](=O)[O-])c(NCc3cccnc3)c2)CC1	-0.1%	6%	-1.7%	4%	7%	-28%[20 µM]	-11%	2%	-1.8%
CCCC1=Nc2cc(C(=O)NCCCN3CCN(C)CC3)ccc2Sc2ccccc21	-0.2%	0%	0.6%	8%	13%	7%	-43%	-1%	0.4%
O=C(CS(=O)(=O)Cc1ccccc1)Nc1ccc2c(c1)OCO2	0.0%	-15%	8.8%	10%	6%	-8%	1%	4%	1.6%

A portion of the library (hit frequency here may not be typical).
